Bioassay records from PubChem.
CHO-K1 Ca antag: counter-screen for M1 antagonists: effect in parental CHO-K1 cells; inhibition, % at 3 µM; 360,000 tested, 0.6% active; ATP-induced calcium, Fluo-8 fluorescence;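 active = inhibition above a per-plate cutoff, the plate's mean sample inhibition plus 3 SD, cut at about 24% in these data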;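 note: 0% = DMSO plus EC80 ATP and 100% = DMSO alone without ATP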
CHO-K1 Ca PAM: counter-screen for M1 PAMs: effect in parental CHO-K1 cells; ATP EC20, Fluo-8 calcium fluorescence; 0% at ATP EC20, 100% at ATP max; activation, % at 3 µM; 360,000 tested, 0.02% active; AID 602247;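 active = activation above the run cutoff, the mean activation of all test compounds plus 3 SD, cut at about 40% in these data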;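 note: peak over basal fluorescence ratio in a 140 s read after ATP addition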
M4 antag: CHRM4 antagonism in calcium assay. P08173. CHO-hM4 cells, ACh EC80, Fluo-8 calcium fluorescence. inhibition, % at 3 µM. 360,000 tested, 0.73% active;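 active = inhibition above its plate's cutoff, the mean inhibition of sample wells plus 3 SD, cut at about 27% in these data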;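 note: 0% = acetylcholine EC80 with DMSO and 100% = DMSO without agonist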
Target sequence (P08173 whole entry, looked up): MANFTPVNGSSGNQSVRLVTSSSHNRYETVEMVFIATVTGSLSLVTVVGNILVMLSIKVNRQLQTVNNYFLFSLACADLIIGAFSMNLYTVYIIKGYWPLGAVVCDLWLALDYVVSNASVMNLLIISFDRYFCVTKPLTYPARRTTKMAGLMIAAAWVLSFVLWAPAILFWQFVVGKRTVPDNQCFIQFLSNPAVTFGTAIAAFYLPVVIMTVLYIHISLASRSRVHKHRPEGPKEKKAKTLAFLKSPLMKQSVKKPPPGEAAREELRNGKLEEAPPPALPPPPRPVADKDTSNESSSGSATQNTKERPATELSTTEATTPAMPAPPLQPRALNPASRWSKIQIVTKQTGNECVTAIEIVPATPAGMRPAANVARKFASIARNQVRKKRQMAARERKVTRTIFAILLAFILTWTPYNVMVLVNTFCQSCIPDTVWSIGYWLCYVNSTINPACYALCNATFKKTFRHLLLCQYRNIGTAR
CHRM5 agonist: CHRM5 agonism in calcium assay; 360,000 tested, 0.19% active; CHO-K1 hM5 cells, Fluo-8 calcium fluorescence; 0% DMSO wells, 100% maximal acetylcholine response; activation, % at 3 µM; AID 624037;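 active = activation above the run's mean over test compounds plus 3 SD, cut at about 23% in these data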;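 note: signal is peak over basal fluorescence ratio across the kinetic read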
Target sequence (P08912 whole entry, looked up): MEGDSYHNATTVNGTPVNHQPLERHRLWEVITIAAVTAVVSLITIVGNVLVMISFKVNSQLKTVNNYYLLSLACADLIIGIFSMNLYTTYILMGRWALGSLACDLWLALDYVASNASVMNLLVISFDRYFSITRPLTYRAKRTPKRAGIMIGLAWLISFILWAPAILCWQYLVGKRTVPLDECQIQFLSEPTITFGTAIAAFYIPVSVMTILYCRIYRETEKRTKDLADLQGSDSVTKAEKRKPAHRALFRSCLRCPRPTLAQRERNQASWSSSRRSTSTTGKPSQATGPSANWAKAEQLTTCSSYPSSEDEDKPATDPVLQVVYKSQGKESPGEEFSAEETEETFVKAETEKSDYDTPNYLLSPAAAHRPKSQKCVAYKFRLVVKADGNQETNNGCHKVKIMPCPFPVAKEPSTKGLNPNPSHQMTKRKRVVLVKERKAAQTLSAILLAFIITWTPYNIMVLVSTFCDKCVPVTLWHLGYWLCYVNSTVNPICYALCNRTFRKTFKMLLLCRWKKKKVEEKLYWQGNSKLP
CHRM5 PAM: potentiates acetylcholine response at human M5 receptor. P08912. CHO-K1 hM5, Fluo-8 calcium, ACh EC20 PAM; 0% = ACh EC20, 100% = ACh EC100. activation, % at 3 µM. 360,000 tested, 0.3% active. AID 624038;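 active = activation above the run cutoff, the mean activation of all test compounds plus 3 SD, cut at about 18% in these data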
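Assay system: CHO-K1 hM5 cells. Also added: acetylcholine at EC20 concentration, added after compound. Dosing: 3 µM, single dose. Times: compound preincubation 140 s before EC20 acetylcholine addition. Signal: Fluo-8 calcium fluorescence. Measure: % activation relative to EC20 and EC100 ACh responses. Repeats: singlicate, one well per test compound.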
CHRM4 agonist: CHRM4 agonism in calcium assay; P08173; CHO-K1 hM4/Gqi5, Fluo-8 calcium fluorescence; vehicle 0%, full acetylcholine response 100%; activation, % at 3 µM; 360,000 tested, 0.14% active; AID 624127;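 active = activation above the run mean over all test wells plus 3 SD, cut at about 32% in these data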;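 note: peak over basal fluorescence ratio per well then scaled between controls; 0% = DMSO wells and 100% = acetylcholine at EC100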
CHO-K1 Ca ag: nonselective activator or artifact in parental CHO-K1 cells. Fluo-8 calcium fluorescence; scaled to maximal ATP response, vehicle zero. activation, % at 3 µM. 360,000 tested, 0.48% active. AID 602248; in the data active = activation above about 15%;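 note: untransfected CHO-K1 host cells lacking M1 receptor as counterscreen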
CHRM5 antagonist: antagonists of human muscarinic M5 receptor (CHRM5) | inhibition, % at 3 µM | 360,000 tested, 0.59% active | AID 624040 | P08912 | CHO-hM5 cells, Fluo-8 calcium fluorescence, ACh EC80;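 active = inhibition above a per-plate cutoff, the mean of that plate's test compounds plus 3 SD, cut at about 27% in these data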;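 note: 0% = acetylcholine EC80 with DMSO and 100% = DMSO without agonist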
M4 PAM: positive allosteric modulators of human muscarinic M4 receptor; P08173; CHO-K1 hM4/Gqi5, Fluo-8 calcium fluorescence, ACh EC20; 0% = ACh EC20, 100% = maximal ACh; activation, % at 3 µM; 360,000 tested, 0.4% active;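 active = activation above its plate's cutoff, the mean activation of sample wells plus 3 SD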; note: some results filed as inactive read as strong as hits
* = called active by the depositor; nt = not tested or not shown. Hits appear at their usual frequency. About 2.7% of those tested had a hit in this group.

SMILES	CHO-K1 Ca antag	CHO-K1 Ca PAM	M4 antag	CHRM5 agonist	CHRM5 PAM	CHRM4 agonist	CHO-K1 Ca ag	CHRM5 antagonist	M4 PAM
O=C(C1CCN(S(=O)(=O)c2ccccc2F)CC1)N1CCc2ccccc2C1	-11	-8	-5	7	-3	8	5.1	4	-3
Cc1c(C(=O)NCc2cccnc2)oc2ccc(S(=O)(=O)N3CC(C)CC(C)C3)cc12 (configuration not stated)	-14	12	-12	1	-1	2	0.6	-1	13
CCCc1nc2c(c(=O)c3ccccc3n2C)c(=O)n1-c1cc(C)cc(C)c1	-4	7	-8	1	-1	3	0.4	9	0
CC1(c2ccc3ccccc3c2)NC(=O)N(CC(=O)N2CCN(c3ccccc3O)CC2)C1=O (configuration not stated)	-5	-7	-6	-2	6	11	3.0	3	4
COCCn1c(SCc2cnc(-c3ccccc3)s2)nnc1-c1ccncc1	-6	-2	-1	2	-13	5	1.4	8	6
Cc1cn(CC(=O)NCCN2CCOCC2)c(=O)[nH]c1=O	-2	10	-17	2	-3	1	-0.2	-3	10
CCS(=O)(=O)c1ccc(O)c(NC(=O)c2cc(-c3ccccn3)nc3ccccc23)c1	5	3	10	3	-14	5	0.5	4	-2
COc1ccc(N2CCN(C(=O)c3ccc4c(c3)CCN4S(C)(=O)=O)CC2)cc1	-12	14	-4	-1	-3	-1	1.3	-3	-1
O=C1CC2(CCN(S(=O)(=O)c3ccccc3)CC2)Oc2ccccc21	-8	-2	1	0	-4	3	1.2	3	-7
O=C(CCC(=O)N1CCN(c2cccc(Cl)c2)CC1)N1CCN(c2ccccc2)CC1	6	-10	3	7	-13	12	10	6	-7
Cc1csc(NC(=O)c2ccco2)c1C(=O)c1ccccc1	-13	12	-7	3	-14	12	4.0	13	-16
COc1ccc(P(=O)(COc2ccc([N+](=O)[O-])cc2)c2ccc(OC)cc2)cc1	4	20	2	-4	-4	3	3.9	1	-4
CCOC(=O)c1[nH]c2ccccc2c1N=CN(CC)CC	-5	5	9	-8	0	0	0.7	1	-1
Cc1cc(C(=O)Nc2cccc3c2O[C@@H](CN(C)S(=O)(=O)c2ccccc2)[C@H](C)CN([C@@H](C)CO)C3=O)n(C)n1	-9	11	-11	-2	-4	3	0.3	13	15
CCOC(=O)C1CCN(C(=O)c2ccc(OCC(=O)N3CCOCC3)c(OC)c2)CC1	-2	-11	6	0	0	0	0.4	11	-2
CCO[C@@H]1OC(C(=O)NCc2ccccc2)=C[C@H](C2CCCCC2)[C@H]1CCCO	-7	-14	-4	-11	-4	0	-1.1	-2	2
CCC(=O)Nc1c(C)nn(-c2ccc(C)c(C)c2)c1C	1	1	0	0	2	0	-0.1	-5	12
COc1ccc(C)cc1NC(=O)CCCN1C(=O)CN(C)C1=O	-15	10	5	1	-1	0	0.3	-1	-1
CCOc1ccc(NS(=O)(=O)c2ccc3c(c2)N(C(C)=O)CCS3)cc1	5	-22	-6	17	-11	16	11	-2	-8
COc1ccc(OC)c(S(=O)(=O)N(C)CC(=O)N2CCCCC2)c1	-11	16	4	-3	1	1	1.3	15	14

Complete entries from above. Order of screens: CHO-K1 Ca antag, CHO-K1 Ca PAM, M4 antag, CHRM5 agonist, CHRM5 PAM, CHRM4 agonist, CHO-K1 Ca ag, CHRM5 antagonist, M4 PAM
COc1ccc(P(=O)(COc2ccc([N+](=O)[O-])cc2)c2ccc(OC)cc2)cc1 is listed as 4, 20, 2, -4, -4, 3, 3.9, 1, -4
CCS(=O)(=O)c1ccc(O)c(NC(=O)c2cc(-c3ccccn3)nc3ccccc23)c1 is listed as 5, 3, 10, 3, -14, 5, 0.5, 4, -2
O=C(CCC(=O)N1CCN(c2cccc(Cl)c2)CC1)N1CCN(c2ccccc2)CC1 is listed as 6, -10, 3, 7, -13, 12, 10, 6, -7

The results go on.
SMILES	CHO-K1 Ca antag	CHO-K1 Ca PAM	M4 antag	CHRM5 agonist	CHRM5 PAM	CHRM4 agonist	CHO-K1 Ca ag	CHRM5 antagonist	M4 PAM
Cc1ccc(S(=O)(=O)NCC(=O)N(CC(=O)NC2CCCCC2)Cc2ccco2)cc1	-1	2	-8	-4	2	1	-0.2	4	0
CCC(CO)Nc1ccn2nc(-c3cccs3)cc2n1 (configuration not stated)	-4	9	-4	0	-4	3	1.4	5	-1
CCOC(=O)c1c(-c2ccc(C)cc2)csc1NC(=O)CCSc1nnc2ccccn12	-6	22	2	0	5	1	1.3	-4	4
c1cncc(C2Nc3ccccc3-c3nc4ccccc4n32)c1 (configuration not stated)	-5	-8	20	6	-20	19	7.8	13	-11
CC(C)[C@H](NC(=O)c1ccc(Cl)cc1Cl)C(=O)OCc1nc2ccsc2c(=O)[nH]1	-18	11	-4	3	9	5	2.9	-10	6
COc1ccc(CCNS(=O)(=O)c2cccc3cccnc23)cc1OC	-13	-3	4	0	5	1	1.1	5	0
Cc1ccc(C(=O)NNC(=O)CSc2nnc(-c3ccncc3)n2-c2ccc(C)cc2)cc1	5	4	-5	-1	-7	0	-0.3	-3	-2
Cc1ccc(S(=O)(=O)CCC(=O)c2ccc(O)cc2O)cc1	-5	17	0	2	0	4	0.9	-5	13
Cc1ccc(C)c(OCCC(=O)OCC(=O)Nc2cccnc2Cl)c1	-2	-14	10	0	-5	5	5.0	16	-7
CC(=O)c1ccc(S(=O)c2ccccc2)cc1 (configuration not stated)	1	12	-3	-5	2	2	0.3	0	34*
COc1cccc(-c2cc(C(=O)NCCN3CCOCC3)no2)c1	-8	18	-7	-1	-3	1	0.3	6	4
COc1ccc2cc(C(C)C(=O)N3CCC(C(N)=O)CC3)ccc2c1 (configuration not stated)	-12	8	-5	-2	6	1	0.1	-5	6
CO[C@@H]1CN(C)C(=O)c2ccc(NC(C)=O)cc2OC[C@@H](C)N(C(=O)NC2CCCCC2)C[C@H]1C	nt	nt	6	1	2	2	nt	0	10
Cc1ccc(C)c(N(CC(=O)NC2CCCC2)C(=O)c2cc3cc4cc(C)ccc4nc3s2)c1	-10	7	2	2	1	1	0.6	1	7
Cc1cccc(N(C(=O)CCC(=O)Nc2cc(C)on2)C(C(=O)NC2CCCC2)c2ccncc2)c1 (configuration not stated)	3	7	-8	-8	-8	1	0.2	2	12
CCCc1cc(N2CCCC(C(=O)Nc3cc(Cl)ccc3OC)C2)n2ncnc2n1 (configuration not stated)	7	-5	-18	1	-1	-2	-1.1	-5	2
Cc1cccc(C(=O)NCC(=O)N2CC=C(c3ccccc3)CC2)c1	-2	13	-10	-2	2	4	0.5	1	7
O=C(O/N=C/c1ccc(Br)cc1)c1ccc(F)cc1	-13	11	-4	2	-13	16	3.0	2	-9
O=C(Nc1ncn[nH]1)c1ccc(Cl)c(S(=O)(=O)N2CCCCCC2)c1	21	4	-1	3	-1	1	-0.4	-3	11
COc1ccc(N2CCN(S(=O)(=O)c3c(C)noc3/C=C/N(C)C)CC2)cc1	-12	25	0	-4	-5	1	1.5	7	3
O=C(c1cccs1)n1nc(-c2cccnc2)nc1NCc1ccco1	-16	14	2	0	1	4	2.7	6	5
Cc1cc(=O)n2nc(N3CCCC(C(=O)NCc4ccc(F)cc4)C3)sc2n1 (configuration not stated)	-8	-8	6	-4	-6	2	0.3	9	-7
O=C(O)c1ccc(N/N=C/c2ccc(F)c(F)c2)cc1	-6	14	-3	-2	-3	3	0.4	3	10
COc1ccc(N2CCN(C3CCCN(C(=O)C4=C(C)OCCO4)C3)CC2)cc1 (configuration not stated)	9	-3	4	-3	-4	1	3.8	8	4
CCOC(=O)c1sc2nc3n(c(=O)c2c1C)CCCCC3	-2	6	2	-4	-3	1	0.7	-3	-4
CC1=CN2C(=N)/C(=C/c3cn(CCCOc4ccccc4C)c4ccccc34)C(=O)N=C2S1	0	3	3	1	0	1	0.5	0	-6
CC(=O)Nc1cc(-c2nn(CC(=O)N3CCCCC3)c(=O)c3ccccc23)ccc1N1CCOCC1	-4	15	2	2	0	1	0.6	3	19
CC(C)c1ccc(C(C)NC(=O)C2CCCC2)cc1 (configuration not stated)	1	-3	-2	2	5	1	1.2	5	1
O=C(CSc1nc2ccc(Cl)cc2[nH]1)NCCc1ccccc1	-8	17	1	2	-11	9	4.9	1	-5
Cc1noc(C)c1COC(=O)c1cccnc1SCC(=O)Nc1ccc2c(c1)OCO2	-6	-3	-1	-17	7	1	1.0	-5	-5
COc1ccccc1C(CNC(=O)c1ccc(-c2ccccc2Cl)o1)N1CCCC1 (configuration not stated)	4	-17	26	-10	-34	11	2.4	17	-20
Cc1ccc(-c2nnn(CC(=O)O)n2)cc1	-6	10	-9	1	8	1	0.4	-6	-3
N/C(=N\OC(=O)Cc1ccccc1[N+](=O)[O-])c1ccc(Br)cc1	-3	11	7	-6	-8	-1	0.1	8	-6
CCC(C)[C@H](NC(=O)N1CC(=O)Nc2ccccc21)C(=O)N[C@H](C(=O)O)c1ccccc1 (some centres not stated)	-9	-1	1	-1	4	2	0.9	-8	3
Cc1nc(Nc2ccc(S(N)(=O)=O)cc2)oc1C	-4	18	2	-1	3	0	4.4	0	7
Cc1cc(C(=O)Nc2cccc(C)c2C)n(-c2ccccc2)n1	0	8	-6	-3	-3	1	0.2	6	2
O=C(/C=C/c1ccc(Br)o1)NCc1ccccc1	-2	-2	6	2	8	0	0.5	-2	-9
OCC[C@@H]1C[C@H](O)[C@@H](O)[C@]2(CCCO2)O1	0	1	-5	4	8	1	0.6	-7	10
CCN(CC)S(=O)(=O)c1ccc2oc(SCC(=O)NC3CC3)nc2c1	3	0	-2	2	-1	2	1.0	-5	3
CC(C)(C)n1nnnc1C(c1ccccc1)N1CCN(CCN2CCOCC2)CC1 (configuration not stated)	-20	-4	6	-7	-10	1	0.6	8	-6
O=C(COc1ccccc1[N+](=O)[O-])N1CCN(c2ccccn2)CC1	-8	6	1	-1	6	2	0.7	-1	5
COc1ccc(Cl)cc1C(=O)NCCS(=O)(=O)N1CCN(c2ccccc2F)CC1	5	-20	5	0	-4	2	1.0	14	-5
O=C(Cc1ccc(Br)cc1)NC1CCSC1=O (configuration not stated)	12	-10	6	-3	-8	0	-0.3	22	-1
Cc1nc(-c2cccs2)ccc1C(=O)O	-20	21	0	3	2	0	0.8	8	-2
CCOC(=O)c1c(C)c(C(=O)N2CCc3ccccc3C2)c(C)n1CC	-11	14	3	1	-5	0	5.0	8	-3
Cc1cccc(NC(=O)c2ccc(Cl)c(S(=O)(=O)N3CCCCCC3)c2)n1	-17	10	-10	1	-7	11	3.0	1	0
O=C(NCCN1C(=O)S/C(=C/c2cccnc2)C1=O)C1=NN(c2ccccc2)C(=O)CC1	-14	-1	1	-2	0	1	0.8	4	-2
CCOc1ccc(NS(=O)(=O)c2ccc(C(=O)NCC(c3ccco3)N3CCCC3)cc2)cc1 (configuration not stated)	-13	6	-15	12	5	34*	10	6	-1
Nc1ccc2nc(N3CCOCC3)sc2c1	-7	-10	-3	2	7	2	0.4	-4	4
CC(=O)Nc1ccc(NC(=O)c2ccc(CN3CCc4ccccc4C3)cc2)cc1	4	-13	6	-3	-6	0	0.7	9	-4

Rewritten bar-delimited: entries from further up
structure | CHO-K1 Ca antag | CHO-K1 Ca PAM | M4 antag | CHRM5 agonist | CHRM5 PAM | CHRM4 agonist | CHO-K1 Ca ag | CHRM5 antagonist | M4 PAM
COc1ccc(Cl)cc1C(=O)NCCS(=O)(=O)N1CCN(c2ccccc2F)CC1 | 5 | -20 | 5 | 0 | -4 | 2 | 1.0 | 14 | -5
O=C(Cc1ccc(Br)cc1)NC1CCSC1=O (configuration not stated) | 12 | -10 | 6 | -3 | -8 | 0 | -0.3 | 22 | -1
